Bioassay records: PubChem, several laboratories
N-glyco inh: N-linked glycosylation inhibition; D54 ERlucT glycosylation luciferase reporter, 24 h; percent of 100 nM tunicamycin response; reporter increase, % at 12.5 µM; 360,000 tested, 0.23% active; AID 588692;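 active means mean luciferase reporter signal, scaled so untreated is 0 and the glycosylation-blocking control 100, at or above a set limit in every replicate; inconclusive means mean reaches the limit but not every replicate does; inactive means mean below the limit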;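 further: luciferase carries N-glycosylation sites so blocking glycosylation raises the light; 0% = median of neutral control wells and 100% = median of 100 nM tunicamycin wells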
MC4R ag barr: human MC4R agonism via beta-arrestin | activation, % at 8.9 µM | P32245 | 360,000 tested, 0.98% active | U2OS MC4R beta-arrestin complementation, luminescence; percent of melanotan II response, DMSO zero;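 active means activation above a per-plate cutoff, the mean activation of sample wells on that plate plus 3 SD, cut at about 8% in these data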
Exocytosis inh: blocks lytic granule exocytosis. inhibition, % at 10 µM. 360,000 tested, 0.66% active. TALL-104 LAMP-1 surface exposure, flow cytometry; cells stimulated with thapsigargin and PMA. AID 651702;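 active means inhibition above about 55%, limit read from the data; inconclusive means no clear call, values can overlap the other calls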
ABCB6 inh 2: human ABCB6 transporter inhibition. K562-ABCB6 porphyrin accumulation, flow cytometry, 1 h; active compounds read low. fluorescence ratio to DMSO, % at 10 µM. 360,000 tested, 0.19% active;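 active means fluorescence ratio to DMSO below 75%, the collection mean minus 3 SD; inconclusive means too few cells collected in the well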;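 further: signal is porphyrin accumulated inside mitochondria; 100% equals median channel fluorescence of DMSO control wells; lower ratio means ABCB6 inhibition with less porphyrin fluorescence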
Vif imaging: inhibitors of HIV Vif; inhibition, % at 7.49 µM; 340,000 tested, 0.35% active; AID 602346; HEK293T cells, Vif self-association by quenched fluorescence, imaging, 24 h; in the data active means inhibition above about 50%, passing the limit was not always enough; inconclusive means no clear call, values can overlap the other calls; inactive means below about 31%; further: some results filed as inactive read as strong as hits
ABHD5-PLIN5 inh: ABHD5-PLIN5 protein interaction inhibition | Q00G26+Q8WTS1 | Split G. princeps luciferase complementation, luminescence, 4 h | inhibition, % at 4 µM | 360,000 tested, 0.78% active;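 active means inhibition above the mean inhibition across every tested compound plus 3 SD, cut at about 22% in these data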;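 further: 0% = DMSO only wells and the 100% control is not disclosed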
MC4R antagonist: blocks human MC4R cAMP signaling | P32245 | MC4R-expressing cells, MTII-stimulated cAMP, LANCE TR-FRET | inhibition, % at 6.5 µM | 360,000 tested, 0.48% active;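 active means inhibition above its plate's cutoff, the mean of tested wells on that plate plus 3 SD, cut at about 29% in these data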;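 further: 0% = Melanotan II alone and 100% = Melanotan II plus saturating MCL0020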
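System – human MC4R-expressing U2OS cells · Also added – Melanotan II · Dosing – one concentration, 6.5 µM nominal · Timing – 30-min compound, 1-h challenge, 1-h detection, room temperature · Measured by – Eu-cAMP/anti-cAMP TR-FRET, emission 671 nm · Replicates – singlicate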
TLR9-MyD88 block: inhibitors of human TLR9-MyD88 binding | 340,000 tested, 0.21% active | CHO BLA complementation TLR9-MyD88, CCF4 FRET ratio | AID 504734 | inhibition, % at 4.98 µM;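 active means inhibition above the mean over all tested compounds plus 3 SD, cut at about 21% in these data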;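 further: 0% = DMSO only wells and 100% = clavulanate BLA inhibitor control wells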
Target sequence (Q99836 whole entry, looked up): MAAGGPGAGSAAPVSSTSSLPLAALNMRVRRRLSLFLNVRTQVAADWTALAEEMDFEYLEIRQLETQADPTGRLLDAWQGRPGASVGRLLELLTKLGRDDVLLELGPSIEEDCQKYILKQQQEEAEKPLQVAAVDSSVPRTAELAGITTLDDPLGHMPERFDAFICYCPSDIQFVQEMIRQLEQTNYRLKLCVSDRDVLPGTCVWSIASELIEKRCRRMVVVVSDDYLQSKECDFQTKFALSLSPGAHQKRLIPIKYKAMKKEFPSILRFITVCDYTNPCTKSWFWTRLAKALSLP
Target sequence (Q9NR96 whole entry, looked up): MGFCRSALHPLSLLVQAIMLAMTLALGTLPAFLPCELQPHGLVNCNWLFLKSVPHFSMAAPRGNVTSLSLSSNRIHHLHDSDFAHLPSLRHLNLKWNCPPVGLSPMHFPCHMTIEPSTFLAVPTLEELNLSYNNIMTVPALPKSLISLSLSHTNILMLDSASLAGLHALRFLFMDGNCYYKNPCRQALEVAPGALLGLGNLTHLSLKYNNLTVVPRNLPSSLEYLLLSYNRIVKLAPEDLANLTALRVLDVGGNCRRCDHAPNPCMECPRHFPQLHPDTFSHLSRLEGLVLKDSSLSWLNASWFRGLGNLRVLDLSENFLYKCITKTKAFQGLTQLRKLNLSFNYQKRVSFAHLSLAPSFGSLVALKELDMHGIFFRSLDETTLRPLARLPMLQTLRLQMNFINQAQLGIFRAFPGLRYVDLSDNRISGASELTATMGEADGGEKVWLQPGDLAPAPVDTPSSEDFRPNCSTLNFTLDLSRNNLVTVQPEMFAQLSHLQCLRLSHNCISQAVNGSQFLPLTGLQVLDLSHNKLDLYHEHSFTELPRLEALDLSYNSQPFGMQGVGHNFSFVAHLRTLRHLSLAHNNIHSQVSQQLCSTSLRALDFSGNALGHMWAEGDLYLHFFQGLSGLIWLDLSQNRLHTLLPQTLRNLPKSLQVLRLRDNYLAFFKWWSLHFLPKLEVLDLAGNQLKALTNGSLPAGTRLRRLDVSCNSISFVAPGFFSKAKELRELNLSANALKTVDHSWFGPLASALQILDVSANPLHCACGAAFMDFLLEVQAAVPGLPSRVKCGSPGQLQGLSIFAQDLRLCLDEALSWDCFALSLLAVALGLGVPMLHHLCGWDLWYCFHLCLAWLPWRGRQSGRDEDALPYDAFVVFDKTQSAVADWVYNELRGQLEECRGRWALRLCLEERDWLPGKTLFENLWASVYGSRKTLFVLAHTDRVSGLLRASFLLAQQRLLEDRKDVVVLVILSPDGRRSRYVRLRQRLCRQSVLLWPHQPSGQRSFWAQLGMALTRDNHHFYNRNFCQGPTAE
aDG glyco up: increases alpha dystroglycan glycosylation; Pro5-aDG cells, alpha-DG glycosylation AlphaScreen (IIH6); 0% Pro5, 100% B10-LARGE cell signal; 360,000 tested, 0.22% active; activation, % at 10 µM; AID 624168;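 active means activation of at least 8% versus controls, or a plate z-score of at least 8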;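 further: Pro5 are CHO cells carrying HIG-tagged alpha-DG that lacks glycosylation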
NOD2 RIPK2 PPI: blocks binding of human NOD2 to RIPK2; 360,000 tested, 0.38% active; CHO BLA complementation NOD2-RIPK2, CCF4 ratio; inhibition, % at 4.98 µM; in the data active means inhibition above about 21%;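 further: 0% = vehicle only and 100% = reference blocker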
Starred values were filed as active, the others as inactive; ? = inconclusive; . = not tested or not shown.

1. CCC(=O)N(C)/C=C1\Sc2ccccc2C1=O
2. COc1ccc(C(c2nnnn2C2CCCC2)N2CCC(C(N)=O)CC2)c(OC)c1 (stereo not given)
3. O=C(NCN1C(=O)C2C3C=CC(C3)C2C1=O)OC1CCCCC1 (stereo not given)
4. CN(C)CCN(Cc1ccco1)C(=O)c1oc2ccccc2c1NC(=O)COc1ccccc1
5. C=CC(=O)Nc1cccc(CN2C(=O)N(c3cc(OC)cc(OC)c3)Cc3cnc(NCCCCN(CC)CC)nc32)c1
6. O=C(Nc1cccc(S(=O)(=O)NC2=NCCC2)c1)c1ccc(F)cc1F
7. CCOc1ccccc1CNC(=O)CCCn1ncn2c(cc3occc32)c1=O
8. O=C(O)C1CSC(c2ccc3c(c2)OCO3)N1 (stereo not given)
Assay by compound	1	2	3	4	5	6	7	8
N-glyco inh	-1	1	1	-4	-2	-2	1	1
MC4R ag barr	0.6	-1.0	-0.2	-1.7	.	-1.5	-0.2	-1.5
Exocytosis inh	-1	-1	-2	6	.	2	1	2
ABCB6 inh 2	87	95	.	95	.	98	98	101
Vif imaging	-2	-11	-3	-3	-3	.	8	14
ABHD5-PLIN5 inh	-4	-8	4	0	.	-4	-5	-5
MC4R antagonist	3	5	12	6	.	2	6	5
TLR9-MyD88 block	-5	-28	6	3	5	-2	-2	0
aDG glyco up	-0.1	-0.6	0.1	0.1	-0.1	0.3	0.1	-0.2
NOD2 RIPK2 PPI	2	1	3	4	.	7	1	-6

9. O=C(C1CCN(C2CCN(C/C(Cl)=C/c3ccccc3)CC2)CC1)N1CCOCC1
10. O=C(CCCC(=O)N(CC(=O)NC1CCCCC1)Cc1ccc2c(c1)OCO2)Nc1ccccn1
11. O=C(NCC(=O)N(c1cccnc1)C(C(=O)NCc1ccco1)c1ccccc1)c1ccco1 (stereo not given)
12. O=C(COC(=O)[C@@H]1CC(O)CN1S(=O)(=O)c1ccc([N+](=O)[O-])cc1)NC12CC3CC(CC(C3)C1)C2 (stereo not given in full)
13. O=C1CCC(=O)N1CC(=O)N1c2ccccc2Sc2ccccc21
14. Cc1cc(C(=O)NNC(=O)CCN2CCN(c3ccccc3)CC2)c2ccccc2n1
15. Cc1cccc(C)c1NC(=S)NC(C)(C)CO
16. O=C1CCCCC(=O)[C@H](O)C[C@H](c2ccccc2)O1
Assay by compound	9	10	11	12	13	14	15	16
N-glyco inh	-3	1	1	2	2	3	1	.
MC4R ag barr	-0.8	3.0	0.5	-1.6	-0.1	-2.8	0.8	.
Exocytosis inh	-2	-3	2	3	2	3	-1	-5
ABCB6 inh 2	101	104	95	101	101	97	102	97
Vif imaging	-1	-13	-3	3	4	20	-7	.
ABHD5-PLIN5 inh	-3	3	4	3	2	3	-5	-4
MC4R antagonist	7	-2	-3	10	10	2	3	.
TLR9-MyD88 block	4	2	0	2	-1	4	2	.
aDG glyco up	0.0	-0.1	-0.1	-0.2	0.6	0.0	0.1	-0.2
NOD2 RIPK2 PPI	-4	-7	12	7	1	-3	-8	-3

17. NC(=O)c1ccc(C(F)(F)F)cn1
18. Fc1ccc2c(c1)[C@H]1OCC[C@H]1[C@@H](c1ccco1)N2
19. O=C(Cn1nc(Cl)nc1Cl)c1ccc(F)cc1
20. Cc1ccc(NC(=O)COc2nc(C)cs2)cc1
21. O=C(Nc1cccn(Cc2ccccc2Cl)c1=O)NC1CCCCC1
22. CCOC(=O)[C@]12CCCC=C1N(Cc1cccc3ccccc13)C(=O)[C@H](CC(=O)NCC13CC4CC(CC(C4)C1)C3)C2
23. Cn1cc(S(=O)(=O)CC(=O)N2CCc3ccccc32)c2ccccc21
24. CC1=C(C(=O)OC2CCCCC2)C(c2cccc([N+](=O)[O-])c2)NC(=O)N1 (stereo not given)
Assay by compound	17	18	19	20	21	22	23	24
N-glyco inh	2	3	2	-1	0	.	2	0
MC4R ag barr	2.0	-0.7	-0.4	-0.8	-3.0	.	3.8	0.7
Exocytosis inh	0	4	-18	-5	-3	6	0	-10
ABCB6 inh 2	96	98	102	102	93	97	90	104
Vif imaging	-2	-1	-6	-7	-6	.	-1	-6
ABHD5-PLIN5 inh	1	-2	2	2	-12	-2	9	0
MC4R antagonist	20	1	11	-4	-2	.	-1	16
TLR9-MyD88 block	5	7	-4	9	4	.	5	-4
aDG glyco up	-0.3	-0.2	-0.1	-0.2	1.0	0.0	0.0	-0.1
NOD2 RIPK2 PPI	2	1	0	-2	8	-1	-2	1

25. Cc1cc(Cl)ccc1OCC(=O)N/N=C1\CC2C=CCC12 (stereo not given)
26. O=C1NC[C@H](CCCCN2CCN(CCC3CCCCC3)C(=O)C2=O)N(CC2CCCCC2)C1=O
27. COc1ccc(-c2cc3c(c4c2ccn4C)C2CCC3C2)cn1 (stereo not given)
28. Cc1ccccc1C(=O)NC1CCN(C(=O)Nc2ccc(F)cc2)CC1
29. O=C(CNC(=O)C(c1ccccc1)c1ccccc1)OCC(=O)c1cccs1
30. O=[N+]([O-])c1ccccc1-c1ccc(/C=N/n2cnnc2)o1
31. CC(C)NC(=O)NC(=O)CN1C(=O)NC2(CCc3ccccc3C2)C1=O (stereo not given)
32. CN(C1CCCCC1)S(=O)(=O)c1ccc(S(=O)(=O)N2CCN(C(=O)c3ccccc3F)CC2)cc1
Assay by compound	25	26	27	28	29	30	31	32
N-glyco inh	0	.	0	-1	2	0	1	-2
MC4R ag barr	-1.1	.	.	-1.3	-1.6	-1.5	1.4	1.1
Exocytosis inh	0	-5	5	0	1	0	-2	1
ABCB6 inh 2	92	98	92	101	92	97	98	100
Vif imaging	-2	.	.	6	12	.	23	10
ABHD5-PLIN5 inh	4	13	-3	-3	-5	-5	-3	1
MC4R antagonist	3	.	.	2	26	0	2	9
TLR9-MyD88 block	7	.	.	1	-9	0	-10	-3
aDG glyco up	0.0	0.2	-0.4	0.1	-0.2	-0.1	-0.1	0.1
NOD2 RIPK2 PPI	-2	-12	6	-2	-7	6	2	-6

33. CC(=O)c1ccc(NC(=O)C2CCCN2S(=O)(=O)c2cccc3cccnc23)cc1 (stereo not given)
34. CC(=O)c1ccc(NC(=O)COC(=O)c2nc(Cl)ccc2Cl)cc1
35. Cc1nn(-c2ccccc2)c(C)c1/C=N/n1c(-c2ccncc2)n[nH]c1=S
36. CC1Cc2ccccc2N1CC(=O)NC(=O)NCc1ccccc1 (stereo not given)
37. O=C(CNC(=S)N(Cc1ccccc1)Cc1ccccc1F)NCCc1ccc(Cl)cc1
38. Cc1nc2scc(-c3ccccc3)c2c(=O)o1
39. CC12CCC(C(=O)N(NC(=O)c3ccc(O)cc3)C1=O)C2(C)C (stereo not given)
40. O=C(CCSCCc1ccccn1)Nc1cccc([N+](=O)[O-])c1
Assay by compound	33	34	35	36	37	38	39	40
N-glyco inh	2	4	-9	-3	-4	0	-2	1
MC4R ag barr	1.0	-2.7	-3.9	-1.7	0.9	0.3	0.7	-2.1
Exocytosis inh	8	-3	5	-2	8	-1	-6	-2
ABCB6 inh 2	99	96	92	94	98	91	103	101
Vif imaging	24	-1	9	-9	1	0	-3	.
ABHD5-PLIN5 inh	7	1	-1	1	-2	4	9	6
MC4R antagonist	11	5	0	-3	23	1	-1	-6
TLR9-MyD88 block	10	-2	9	-7	2	1	-5	3
aDG glyco up	-0.1	0.0	0.1	0.1	0.7	0.1	-0.1	-0.5
NOD2 RIPK2 PPI	-11	-6	-1	-2	6	-2	-2	0

41. O=C(O)c1cccc(NC(=S)NC(=O)c2cncc(Br)c2)c1
42. COc1ccc(Cc2nc3ccc(C(=O)N4CCN(C)C(C)C4)cc3o2)cc1OC (stereo not given)
43. Cc1ccc(Sc2c(C)nn(C(=O)c3cccc(S(=O)(=O)N4CCOCC4)c3)c2C)cc1
44. CC(=O)Nc1nc(NC(=O)C(Cl)(Cl)Cl)n(-c2ccccc2)n1
45. O=c1c(C(c2ccccc2)c2c(O)nc3n(c2=O)CCS3)c(O)nc2n1CCS2
46. COC(=O)C(Cc1ccc(O)cc1)NC(=O)C1CCN(S(=O)(=O)c2ccc(C)cc2)CC1 (stereo not given)
47. COc1cccc(/C=N/NC(=O)c2cnccn2)c1
Assay by compound	41	42	43	44	45	46	47
N-glyco inh	1	-1	1	2	-3	0	5
MC4R ag barr	-2.9	-0.5	9.2*	-0.2	0.3	-1.3	-0.1
Exocytosis inh	1	1	1	1	2	-6	-1
ABCB6 inh 2	97	99	98	96	103	102	93
Vif imaging	10	-1	3	-11	-9	-4	?
ABHD5-PLIN5 inh	-1	-4	0	-6	25*	-6	3
MC4R antagonist	3	7	0	3	18	30*	3
TLR9-MyD88 block	2	-7	7	-1	1	-7	5
aDG glyco up	-0.1	0.6	0.0	-0.1	-0.2	-0.1	-0.3
NOD2 RIPK2 PPI	-1	-6	1	3	-4	2	-6

This is a subset, so the mix of outcomes need not match the whole.
